ATXN2 expr inh = ATXN2 expression inhibition; HEK-293 ATXN2-luciferase reporter, luminescence, 24 h; Potency, µM (highest dose often 57 µM), inactives show top-dose activity change, negative = inhibition, most hits filed as inhibitors; 0.72% of 360,000 active; AID 1745845; note: potency is the fitted concentration of half-maximal effect; % is set by controls: 0 for no effect and ±100 for the full control effect; nearly all actives have a fitted effect of over 55% in size
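ATXN2-luciferase reporter cells (luciferase flanked by upstream and downstream ATXN2 gene portions) were treated 24 h at 37 °C with compounds at up to 57 uM. SteadyGlo luminescence gave expression; GF-AFC fluorescence gave viability.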
KB-3-1 tox = KB-3-1 parental cell cytotoxicity | KB-3-1 viability, CellTiter-Glo ATP luminescence, 72 h | Potency, µM (series often up to 46.1 µM), for inactives: at the highest dose activity change, negative = cytotoxic, usual class: cytotoxic | 1.4% of 400,000 active; note: potency is the fitted concentration of half-maximal effect; % is set by controls: 0 for no effect and ±100 for the full control effect; nearly all actives have a fitted effect of over 60% in size
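Viability of parental KB-3-1 cells, measured by CellTiter-Glo luminescence, followed a 72 h incubation at 37 °C with pinned compounds in phenol-red-free DMEM containing 10% FBS.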
ATXN viability = cell viability loss in ATXN counter-screen; S2 cells (HEK-293 line with an ATXN2-luciferase reporter) viability, CellTiter-Fluor protease fluorescence, 24 h; Potency, µM (series often up to 56.7 µM), hits mostly cytotoxic; 0.49% of 400,000 active; AID 651635; note: potency is the fitted concentration of half-maximal effect; nearly all actives have a fitted effect of over 40% in size
MCF10A rereplic = inducers of DNA re-replication in MCF 10A breast cells; MCF 10A DNA re-replication, Hoechst nuclear intensity, 48 h; Potency, µM (doses to about 46.1 µM), inactives show at the top dose activity, positive = re-replication, most hits filed as activators; 2.9% of 350,000 active; AID 624296; note: potency is the fitted concentration of half-maximal effect; % of control where 0% means no effect; nearly all actives have a fitted effect of over 50% in size
HT1080NT lethal = kills 2HG-producing HT-1080-NT fibrosarcoma cells; HT-1080-NT fibrosarcoma viability, CellTiter-Glo ATP luminescence, 48 h; 1.6% of 360,000 active; Potency, µM (top dose mostly 46.1 µM), for the others: at the highest dose activity, negative = less viability, hits mostly cytotoxic; AID 686970;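 note: NT is the 2HG producing partner of a matched IDH1 knockdown line; potency is the fitted concentration of half-maximal effect; 0% = DMSO-treated cells and -100% = media-only wells without cells; nearly all actives have a fitted effect of over 55% in size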
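Viability of the 2HG-overproducing fibrosarcoma line after 48 hours of compound exposure at 37 degrees C was determined by luminescence with CellTiter-Glo, and concentration-effect curves were then fitted and categorized.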
IL-1B inflam inh = blocks inflammasome-driven IL-1 beta release. 4.7% of 360,000 active. AID 743279. THP-1 LPS/ATP IL-1B secretion, AlphaLISA, 16 h; hits give low values. activity change, % at 57.5 µM; in the data active = activity change below about -50%; inconclusive = mostly about -30% to -49%; note: % is set by controls: 0 for no effect and ±100 for the full control effect
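Secreted IL-1B measured by AlphaLISA bead assay after 16 h compound exposure of THP-1 cells; compounds (final up to 57.5 uM) added 1 h before LPS (250 ng/mL) and ATP (1.25 mM) stimulation; lower signal means less secretion.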
HepG2 tox = counter-screen for TGF-b inhibitors: cytotoxicity in HepG2 cells; HepG2 CAGA-GFP viability, ATP luminescence, 18 h; Potency, µM (doses to about 46.1 µM), inactives show at the highest dose activity change, negative = cytotoxicity, hits mostly cytotoxic; 0.76% of 410,000 active; note: potency is the fitted concentration of half-maximal effect; some results filed as inactive show a strong effect at the top dose
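CellTiter-Glo luminescence gave cytotoxicity after 18 hours at 37 degrees C. The cells were HepG2 CAGA-GFP in 1% FBS DMEM, stimulated with 500 pg/mL TGF-beta after compound addition. %Activity was normalised to no-cell wells (complete cell-killing) and DMSO (no toxicity), and curves were fitted and classified.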
SW480 rereplic = inducers of DNA re-replication in SW480 colon cancer cells | AID 624297 | 1.8% of 340,000 active | Potency, µM (titrated, usually from 46.1 µM), for the others: top-dose re-replication activation, hits mostly activators | SW480 DNA re-replication, Hoechst DNA content imaging, 48 h; note: potency is the fitted concentration of half-maximal effect; % of control where 0% means no effect; nearly all actives have a fitted effect of over 55% in size
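Hoechst fluorescence of nuclei (405 nm excitation, 500-530 nm emission) measured by plate-scanning imager after 48 hr compound exposure at 37 C; re-replication scored as increased number of nuclei with elevated intensity.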
HT1080 IDH1KD tx = HT-1080 IDH1 knockdown cell toxicity (counter line); HT-1080 IDH1 knockdown viability, ATP luminescence, 48 h; Potency, µM (doses to about 46.1 µM), for inactives: at the top dose activity, negative = toxicity, hits mostly cytotoxic; 2% of 360,000 active;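 note: potency is the fitted concentration of half-maximal effect; 0% = DMSO wells and -100% = cell-free medium wells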
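Cytotoxicity counter-line: IDH1KD HT-1080, 48 h, CellTiter-Glo. Curves classed by r2, magnitude and activity.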
* hit, by the source's call; i = inactive; ? = inconclusive; / = not tested or not shown; & = joins results of further samples; [ ] = another dose, or the depositor's remark. Unless noted, calls come from the whole dose curve; as a rule, active = well fitted curve in the direction sought with a large enough effect; inconclusive = small, poorly fitted or top-dose-only effect, or another doubt; inactive = no such curve, though single readings can be large; an effect the other way counts as inactive or inconclusive.

SMILES	ATXN2 expr inh	KB-3-1 tox	ATXN viability	MCF10A rereplic	HT1080NT lethal	IL-1B inflam inh	HepG2 tox	SW480 rereplic	HT1080 IDH1KD tx
COC(=O)c1ccccc1NC(=O)CSCC(=O)Nc1ccc(F)cc1	-1%	1%	i	2%	2%	-4	-10%	-15%	1%
CCC(=O)N1CCc2cc(Br)cc(S(=O)(=O)N3CCC(C(=O)NCCCOC(C)C)CC3)c21	3%&4%	0%&-20%	i	?	-9%	-9	-22%&-12%	?	2%
COCCNCCCOc1ccc(C)cc1Br	/	-9%	i	2%	-16%	-14	-12%	15%	-11%
Cc1ccc(NC(=O)COC(=O)c2cccc(S(=O)(=O)N3CCCCCC3)c2)cc1	/	-2%	i	/	-7%	17	10%	/	2%
COc1ccc(C(=O)NCCNc2nc3cc(C)cc(C)c3cc2C#N)cc1	/	-8%	/	/	?	-19	/	/	?
CC(C=NNc1ccc([N+](=O)[O-])cn1)=Cc1ccccc1	-6%	1%	i	9%	9%	-9	-1%	?	8%
Cc1onc(-c2ccccc2)c1C(=O)NC(C)c1ccccc1 (configuration not stated)	-2%	0%	i	6%	-4%	22	-29%	-1%	-8%
COc1ccc(C(=O)CN2C(=O)NC(C)(c3ccc(C)cc3)C2=O)cc1OC (configuration not stated)	-2%	6%	?	-2%	-15%	-8	5%	-1%	-1%
Cc1oc2c(cc(NS(=O)(=O)c3ccc(F)cc3)c3ccccc32)c1C(=O)OCc1ccccc1	4%	5%	i	/	/	/	-3%	/	/
COc1cc(CN2C[C@@H](CO)O[C@@H](n3cnc4c(NC5CCCC5)ncnc43)C2)cc(OC)c1OC	-5%	0%	i	/	11%	-9	5%	/	8%
CCC1C(C#N)=C(SCC(N)=O)NC2=C1C(=O)CC(C)(C)C2 (configuration not stated)	14%	6%	i	-6%	17%	15	1%	-5%	12%
Cn1c(N)c(C(=O)COC(=O)c2cccs2)c(=O)n(C)c1=O	0%	2%	i	-8%	8%	1	5%	-12%	12%
Cc1cc([N+](=O)[O-])c(C(C)(C)C)cc1N	3%	-1%	i	4%	-4%	-7	10%	-4%	1%
O=C(Cn1cnc2ccccc2c1=O)Nc1nc2ccccc2s1	5%	1%	i	-15%	9%	25	1%	-128%[inhibitor]	-7%
CNC(=O)COC(=O)CNC(=O)c1cc(Cl)cc([N+](=O)[O-])c1	-8%	5%	i	1%[9.22 µM]	17%	16	8%	-53%[inhibitor]	1%
CC1CCN(CC(O)COC2CCC(C(C)(C)C)CC2)CC1 (configuration not stated)	-4%	-24%	i	?	?	?	-33%	6%	-19%
Nc1nc(NCc2ccccc2)nc(Nc2ccc(F)cc2)c1[N+](=O)[O-]	2%	2%	i	10%	-20%	0	-2%	-3%	-1%
Cc1cc(C(=O)CN2C(=O)c3ccccc3C2=O)c(C)n1Cc1cccs1	?	1%	i	-4%	6%	4	-11%	0%	0%
COc1cccc(OCC(O)CO)c1 (configuration not stated)	5%	14%	i	1%	4%	3	3%	1%	-1%
OCCNc1nc(Nc2ccc(Cl)cc2)nc(N2CCCC2)n1	-25%	-9%	i	16%	/	/	-10%	2%	/
CCOC(=O)C(=O)N(C)c1c(CC)nc2c(OCc3ccc(OC)cc3)cccn12	-2%	0%	i	/	-2%	20	2%	/	0%
O=C(Cn1c(=O)[nH]c2ccsc2c1=O)NC1CCCCC1	/	0%	/	-6%	6%	-13	8%	-23%	2%
COc1ccc(OC)c(CN2CCN(c3ccc(S(=O)(=O)N4CCCC4)cn3)CC2)c1	-11%	-5%	i	?	-4%	0	-33%	10%	-2%
CN(Cc1ccccc1)S(=O)(=O)c1ccc(NC(=S)NC(=O)C(C)(C)C)cc1	-12%	-24%	?	16%	-2%	-12	-24%	0%	1%
OCCNc1nc2ccccc2n1CC(O)c1ccccc1 (configuration not stated)	-5%	-13%	i	0%	25%	8	12%	-10%	28%
CN1C(=O)C(CC(=O)Nc2ccccc2)S/C1=N/c1nccs1 (configuration not stated)	-3%	6%	i	-8%	6%	-3	-2%	-11%	3%
Cc1ccc(C(=O)Nc2oc(-c3ccccc3)cc2C#N)cc1	-4%	14%	i	-2%	15%	0	0%	2%	20%
CCCn1c(SCC(=O)O)nc2ccccc21	-3%	7%	i	0%	5%	0	-15%	-16%	4%
O=C(C1CCCN(S(=O)(=O)Cc2ccccc2)C1)N1CCCCC1 (configuration not stated)	-14%	-1%	i	4%	-2%	-18	-5%	-2%	6%
C=CCN(CC=C)CCCOc1ccc(Br)cc1Cl	4%	-6%	i	1%	26%	-21	-33%	35%	5%
CCOCCCNC(=O)C(c1ccc(OC)cc1)N(Cc1ccc2c(c1)OCO2)C(=O)c1ccccc1O (configuration not stated)	-8%&0%	-3%&0%	i	3%	-17%	12	7%&-1%	3%	-7%
CCSc1nc2c([nH]1)c(=O)n(C)c(=S)n2C	-2%	7%	i	0%	6%	24	9%	-7%	-4%
COc1ccc(CN(CCCN2CCOCC2)S(=O)(=O)N(C)C)cc1OC	0%	-9%	i	12%	-2%	-7	-13%	-2%	2%
CC(C)NC(=O)C1(C)CN(S(C)(=O)=O)CC(=O)N1C1CCCCCC1 (configuration not stated)	/	4%	/	/	19%	-2	/	/	21%
C[C@H]1CCC/C=C/[C@@H]2C[C@H](O)C[C@H]2[C@H](O)[C@H](S(=O)c2ccc(O)cc2)CC(=O)O1 (some centres not stated)	?	0.0092µM*	?	21%	?	?	-46%	?	0.15µM*
COc1ccc(OC)c(C(C)NS(=O)(=O)c2cccs2)c1 (configuration not stated)	-5%	-13%	i	-2%	-3%	0	-6%	?	2%

Given field by field: two of the compounds above.
O=C(C1CCCN(S(=O)(=O)Cc2ccccc2)C1)N1CCCCC1 (configuration not stated)
- ATXN2 expr inh: -14%
- KB-3-1 tox: -1%
- ATXN viability: i
- MCF10A rereplic: 4%
- HT1080NT lethal: -2%
- IL-1B inflam inh: -18
- HepG2 tox: -5%
- SW480 rereplic: -2%
- HT1080 IDH1KD tx: 6%

C=CCN(CC=C)CCCOc1ccc(Br)cc1Cl
- ATXN2 expr inh: 4%
- KB-3-1 tox: -6%
- ATXN viability: i
- MCF10A rereplic: 1%
- HT1080NT lethal: 26%
- IL-1B inflam inh: -21
- HepG2 tox: -33%
- SW480 rereplic: 35%
- HT1080 IDH1KD tx: 5%

Later entries.
SMILES	ATXN2 expr inh	KB-3-1 tox	ATXN viability	MCF10A rereplic	HT1080NT lethal	IL-1B inflam inh	HepG2 tox	SW480 rereplic	HT1080 IDH1KD tx
COc1cc(/C=C2\CC/C(=C\c3cc(OC)c(OC)c(OC)c3)C2=O)cc(OC)c1OC	-33%	-2%	i	5.8µM*	-4%	-60*	8%	?	-3%
COc1ccc(NC(=O)CS(=O)(=O)c2cn(CC(=O)N3CCOCC3)c3ccccc23)cc1OC	-6%	-4%	i	3%	17%	18	-1%	-18%	13%
Cn1cnc(C(=O)N2CCc3ccccc3C2)c1C(=O)N1CCc2ccccc2C1	-7%	26%	i	1%	?	27	5%	-9%	5%
COc1ccc(C(=O)NNC(=O)c2cccc(S(=O)(=O)N3CCOCC3)c2)cc1	3%	25%	?	0%	2%	22	8%	2%	2%
COc1ccc(CNC(=O)C(c2ccco2)N(C(=O)c2snc(C(N)=O)c2N)c2ccccc2OC)cc1 (configuration not stated)	-14%	1%	i	-1%	-8%	?	-14%	7%	-4%
Cc1c(NC(=O)CCCCCN2C(=O)C3C4C=CC(C4)C3C2=O)c(=O)n(-c2ccccc2)n1C (configuration not stated)	9%	18%	i	-1%	18%	-1	-1%	-18%	15%
Cc1cccc(C(=O)NCC(=O)N2CCN(S(=O)(=O)/C=C/c3ccccc3)CC2)c1	1%	0%	i	2%	4%	-4	1%	4%	10%
CN1C(c2ccccc2)CC(=NO)CC1c1ccccc1 (configuration not stated)	/	5%	i	-1%	10%	-19	-23%	-5%	3%

Twelve compounds out of the list, sorted by SMILES length, low to high.
SMILES	ATXN2 expr inh	KB-3-1 tox	ATXN viability	MCF10A rereplic	HT1080NT lethal	IL-1B inflam inh	HepG2 tox	SW480 rereplic	HT1080 IDH1KD tx
C=CCN(CC=C)CCCOc1ccc(Br)cc1Cl	4%	-6%	i	1%	26%	-21	-33%	35%	5%
CN1C(c2ccccc2)CC(=NO)CC1c1ccccc1 (configuration not stated)	/	5%	i	-1%	10%	-19	-23%	-5%	3%
CCSc1nc2c([nH]1)c(=O)n(C)c(=S)n2C	-2%	7%	i	0%	6%	24	9%	-7%	-4%
CC(C)NC(=O)C1(C)CN(S(C)(=O)=O)CC(=O)N1C1CCCCCC1 (configuration not stated)	/	4%	/	/	19%	-2	/	/	21%
Cn1cnc(C(=O)N2CCc3ccccc3C2)c1C(=O)N1CCc2ccccc2C1	-7%	26%	i	1%	?	27	5%	-9%	5%
COc1ccc(C(=O)NNC(=O)c2cccc(S(=O)(=O)N3CCOCC3)c2)cc1	3%	25%	?	0%	2%	22	8%	2%	2%
Cc1cccc(C(=O)NCC(=O)N2CCN(S(=O)(=O)/C=C/c3ccccc3)CC2)c1	1%	0%	i	2%	4%	-4	1%	4%	10%
COc1cc(/C=C2\CC/C(=C\c3cc(OC)c(OC)c(OC)c3)C2=O)cc(OC)c1OC	-33%	-2%	i	5.8µM*	-4%	-60*	8%	?	-3%
COc1ccc(NC(=O)CS(=O)(=O)c2cn(CC(=O)N3CCOCC3)c3ccccc23)cc1OC	-6%	-4%	i	3%	17%	18	-1%	-18%	13%
CCOCCCNC(=O)C(c1ccc(OC)cc1)N(Cc1ccc2c(c1)OCO2)C(=O)c1ccccc1O (configuration not stated)	-8%&0%	-3%&0%	i	3%	-17%	12	7%&-1%	3%	-7%
Cc1c(NC(=O)CCCCCN2C(=O)C3C4C=CC(C4)C3C2=O)c(=O)n(-c2ccccc2)n1C (configuration not stated)	9%	18%	i	-1%	18%	-1	-1%	-18%	15%
COc1ccc(CNC(=O)C(c2ccco2)N(C(=O)c2snc(C(N)=O)c2N)c2ccccc2OC)cc1 (configuration not stated)	-14%	1%	i	-1%	-8%	?	-14%	7%	-4%
